# Assay outcomes: PubChem, several laboratories
# Pemphigus Ab inh = human desmoglein-3 autoantibody binding inhibition; P32926; DSG3-coupled beads, scFv-anti-DSG3-GFP binding, flow cytometry; hits give low values; binding (percent of control), % at 10 µM; hit rate 0.48% among 310,000; AID 588358;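 active = binding more than 3 SD below its plate's average and above zero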;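 note: hits lower antibody fragment binding to DSG3; some compounds called inactive have numbers as strong as hits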
# V-ATPase pH = yeast V-ATPase proton transport regulation by pHLuorin | S. cerevisiae, pHLuorin cytosolic pH fluorescence | response, % at 10 µM | hit rate 0.37% among 350,000 | AID 504577; in the data active = response mostly above about 7.3%, no sharp cut-off; inactive = mostly below about 5.4%; note: actives read high; inactives centre near 0; some compounds called inactive have numbers as strong as hits; reference of the scale not given here
# HTR5A ag ctr = counter-screen for OPRM1-OPRD1 agonists: human HTR5A agonism; P47898; HTR5A agonist assay, luminescence, cell-based; activation, % at 9.3 µM; hit rate 0.61% among 340,000; in the data active = activation mostly above about 9.5%, no sharp cut-off; inactive = mostly below about 7.6%;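 note: 0% = cells with vehicle only and 100% = reference agonist; strong numbers were not always called active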
# OPRM1-OPRD1 ag = OPRM1-OPRD1 heterodimerization agonism; P35372+P41143; cells, luminescence; activation, % at 9.3 µM; hit rate 0.3% among 340,000; AID 504326; in the data active = activation above about 18%;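 note: 0% = vehicle-treated cells and 100% = reference agonist; values of inactives mirror those of a sister screen read the other way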
# Target sequence (P35372 whole entry, looked up): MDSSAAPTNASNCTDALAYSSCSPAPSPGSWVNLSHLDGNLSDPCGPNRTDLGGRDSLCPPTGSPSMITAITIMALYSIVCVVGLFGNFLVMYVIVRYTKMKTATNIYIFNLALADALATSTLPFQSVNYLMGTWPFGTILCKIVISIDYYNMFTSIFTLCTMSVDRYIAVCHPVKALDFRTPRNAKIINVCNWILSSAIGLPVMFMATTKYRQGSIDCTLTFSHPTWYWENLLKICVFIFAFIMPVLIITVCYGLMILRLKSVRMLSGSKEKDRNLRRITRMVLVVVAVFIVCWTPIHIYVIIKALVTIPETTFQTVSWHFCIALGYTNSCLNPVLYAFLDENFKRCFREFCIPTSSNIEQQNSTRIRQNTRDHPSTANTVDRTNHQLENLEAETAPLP
# Target sequence (P41143 whole entry, looked up): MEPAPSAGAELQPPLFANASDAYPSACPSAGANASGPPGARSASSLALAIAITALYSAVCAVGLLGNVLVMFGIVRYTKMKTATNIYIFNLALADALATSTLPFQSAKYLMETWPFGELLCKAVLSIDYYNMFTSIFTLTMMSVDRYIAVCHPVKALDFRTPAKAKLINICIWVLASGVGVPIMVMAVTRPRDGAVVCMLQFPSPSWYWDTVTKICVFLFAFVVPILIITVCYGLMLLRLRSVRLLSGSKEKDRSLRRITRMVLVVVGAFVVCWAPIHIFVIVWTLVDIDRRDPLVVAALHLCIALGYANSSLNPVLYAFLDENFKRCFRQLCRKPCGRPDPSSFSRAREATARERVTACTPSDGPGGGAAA
# PKA-R1A act = activates the PKA-R1A holoenzyme complex. activation, % at 11.4 µM. PKA-R1A dissociation, Cy5-IP20 fluorescence polarization; scaled: DMSO 0%, 113 µM cGMP 100%. hit rate 0.083% among 340,000. P00514+P68181;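 active = percent activation above the mean of all tested compounds plus 3 SD, cut at about 19% in these data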;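 note: higher means more PKAc released from R1A so a rise in polarization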
# OPRM1-OPRD1 inv = inverse agonist of human OPRM1-OPRD1 heterodimerization | hit rate 0.21% among 340,000 | cell-based MOR-DOR heterodimer luminescence, inverse agonism | inhibition, % at 9.3 µM | P35372+P41143 | AID 504357; in the data active = inhibition above about 22%, passing the limit was not always enough;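 note: 0% = cells with DMSO and 100% = wells without cells with DMSO; values of inactives mirror those of a sister screen read the other way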
# PKA-R2B act = activates the human PKA-R2B holoenzyme complex; activation, % at 11.4 µM; PKA-R2B holoenzyme dissociation, Cy5-IP20 fluorescence polarization; R2B truncated from residue 108, S112A mutant; 0% DMSO only, 100% 113 µM cGMP; AID 504700; hit rate 0.079% among 340,000;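 active = activation above a cutoff set at the mean over all compounds plus 3 SD, cut at about 18% in these data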;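 note: higher means more holoenzyme dissociation and a rise in polarization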
# DAGLB inhibitor = diacylglycerol lipase beta (human) inhibition; hit rate 0.059% among 340,000; inhibition, % at 5.17 µM; HEK293T DAGLB membrane lysate, EnzChek fluorogenic substrate; in the data active = inhibition above about 34%;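 note: 0% = enzyme with vehicle and 100% = wells lacking enzyme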
# HTR5A inv ag = counter-screen for OPRM1-OPRD1 inverse agonists: human HTR5A inverse agonism; P47898; HTR5A cell line, luminescence; inhibition, % at 9.3 µM; hit rate 0.083% among 340,000; AID 504634; in the data active = inhibition mostly above about 23%, no sharp cut-off; inactive = mostly below about 18%;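 note: 0% = cells with DMSO and 100% = no-cell wells with DMSO; some compounds called inactive have numbers as strong as hits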
# Arr AP2 block = blocks beta-arrestin peptide binding to AP2 adaptin. hit rate 0.31% among 340,000. inhibition, % at 10 µM. FITC-arrestin peptide / GST-AP2 beads, flow cytometry; AP2 beta2 appendage carries R879A mutation;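 active = inhibition above a set limit, near 3 SD of compounds lacking own fluorescence, cut at about 54% in these data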;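 note: plate controls were DMSO wells for no effect and 5 µM unlabelled arrestin peptide for full effect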
#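 test system = AP2 appendage R879A on GSH beads | buffer or medium = PBS plus Tween 20 (0.05%) and BSA (0.1%) | incubation = 12 min plus 1 h, RT | detection = bead flow cytometry, FITC channel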
# The depositor's hits bear a star; · = no result given; & = joins results of further samples.
# Screens in order – Pemphigus Ab inh	V-ATPase pH	HTR5A ag ctr	OPRM1-OPRD1 ag	PKA-R1A act	OPRM1-OPRD1 inv	PKA-R2B act	DAGLB inhibitor	HTR5A inv ag	Arr AP2 block
> CN(Cc1ccccc1)C(=O)COC(=O)c1ccc(-n2cnnn2)cc1
  100.7	0.8	-2.6	-0.1	0.5	0.7	-3.5	1.5	-2.5	10.7
> Cc1ccc(OCC(=O)Nc2cc(-c3nn4c(C)nnc4s3)ccc2C)cc1
  103.3	0.5	2.3	-2.3	-5.8	11.7	-0.3	0.1	-6.3	5.5
> CC(C)N(C)CCOC(=O)c1ccccc1Cl
  98.5	-2.5	-2.1	-2.2	-13.8	13.4	-13.2	-5.7	5.8	9.6
> CS(=O)(=O)N(CC(=O)Nc1ccccc1C(=O)NCc1ccccc1)c1ccc2c(c1)OCCO2
  100.5	1.3	3.0	-0.1	-12.4	0.6	-4.1	1.4	-9.9	5.3
> O=C(CCC(=O)N1CCOCC1)NCCc1ccc(F)cc1
  107.2	8.4	5.5	-4.0	-12.4	16.1	-12.1	-4.4	14.2	14.3
> CC1CCN(c2nc(/C=C/c3ccccc3)nc3ccccc23)CC1
  100.4	1.5	5.5	3.5	-12.9	-21.3	10.2	-22.2	-14.5	-6.2
> Cn1ncc(Cl)c1C(=O)Nc1ccncc1
  99.8	-3.6	-0.7	-3.0	-8.7	15.9	-0.4	2.7	3.5	20.2
> COC(=O)C1=C(C)NC(C)=C(C(=O)OC)C1C(=O)OCCN1C(=O)c2ccccc2C1=O
  115.2&106.7	-2.4&0.8	-0.3&-2.3	-2.7&-4.5	5.1&-1.1	14.0&18.4	-2.1&-0.2	2.0&-1.8	1.0&-10.2	5.4&23.4
> CN(C)/C=C1\SC(=S)N(c2ccc(Br)cc2)C1=O
  ·	1.4	3.9	-2.9	3.6	14.0	-4.7	-2.2	-8.8	-8.0
> CC1CCN(S(=O)(=O)c2ccc3c(c2)c(=O)c(C(=O)NC2CCCC2)cn3C)CC1
  104.5	1.9	9.8	-0.8	0.2	3.6	11.3	3.1	-23.4	16.0
> Clc1cc2nc3ccccn3c2cc1Cl
  103.4	-1.5	-0.9	1.0	-2.4	-5.2	3.0	2.3	2.4	25.8
> CC(=O)c1ccc(NC(=O)CCc2nc3sc4c(c3c(=O)[nH]2)CCCC4)cc1
  100.6	-4.0	0.1	2.2	8.4	-14.4	0.1	8.4	19.2	1.9
> C/C(=C\c1ccccc1)C(=O)n1nnc2ccccc21
  96.0	-1.6	0.0	-1.9	-5.5	11.0	2.8	1.1	-5.4	29.3
> C[C@H](NC(=O)c1nc[nH]c1C(=O)N1CCc2ccccc2C1)C(=O)OCc1ccccc1
  107.0	8.1	3.8	3.0	-7.6	-17.5	5.6	-2.6	-2.5	3.9
> CCN(c1ccc(OC)cc1)S(=O)(=O)c1nnc(NC(=O)c2ccc(C)cc2)s1
  91.6	2.5	2.0	6.2	1.9	-33.0	-1.9	1.6	-8.0	-9.2
> COc1cccc(C(=O)NCCS(=O)(=O)NCC2CCCO2)c1 (stereo unspecified)
  96.5	-3.4	-0.7	-1.6	-6.3	8.1	-13.6	-1.8	1.8	14.0
> CC(C)CN(C(=O)CN1CCN(c2ccc(F)cc2)CC1)c1c(N)n(CC(C)C)c(=O)[nH]c1=O
  98.0	-3.6	0.0	-2.4	-2.6	14.6	-13.7	0.2	0.1	-4.2
> CCc1ccc(N2CC(C(=O)OCC(=O)Nc3ccc(C(C)=O)cc3)CC2=O)cc1 (stereo unspecified)
  98.3	-2.3	0.8	-2.8	-3.8	11.5	0.9	-2.7	-1.9	-3.2
> O=C(NCCCn1ccnc1)c1noc2c1CCc1ccccc1-2
  97.6	1.4	-0.4	1.4	7.1	-7.7	2.2	-0.3	1.3	0.1
> Cc1cccc(C)c1NC(=O)CNC(=O)c1ccc(S(=O)(=O)NCc2ccco2)cc1
  100.1	0.6	-3.4	-1.3	-5.3	5.4	2.2	0.5	8.5	4.6
> N=c1c2c(-c3ccccc3)c(-c3ccccc3)n(Cc3ccco3)c2ncn1Cc1ccco1
  113.2	-0.9	-0.4	0.5	4.7	-2.8	5.9	3.3	1.0	12.7
> CC1=C(C(=O)OC(C)C)C(c2cncc(-c3ccc(F)cc3)c2)C(C#N)=C(N)O1 (stereo unspecified)
  ·	1.6	2.9	1.0	1.3	-5.3	3.2	3.6	-0.1	14.8
> c1ccc(Cc2cc(-c3ccccc3)on2)cc1
  ·	3.9	-3.7	8.1	8.5	-41.1	-1.2	-13.2	11.3	11.1
> CCCCN(CC)CCCNC(=O)c1cc2cc3ccc(OC)cc3nc2o1
  113.3	-4.2	6.8	0.3	7.1	-1.6	-17.1	1.4	-7.7	6.2
> CN1C(C)(C)CC(=NO)CC1(C)C
  93.2	-2.2	7.8	0.3	17.7	-1.4	-3.5	-5.0	-30.0	26.9
> CCc1nnc(NC(=O)C(NC(=O)c2ccccc2Cl)C(C)C)s1 (stereo unspecified)
  121.5	1.2	-0.4	-2.6	-8.6	12.1	-2.7	-1.5	1.1	6.5
> O=c1c2ccccc2nc(-c2ccccc2)n1CCCN1CCOCC1
  107.7	-2.4	-0.4	-1.9	-0.4	9.0	-1.6	-0.1	1.0	9.4
> COC(=O)c1c(NC(=O)C2CC2)sc2c1CCN(C(C)=O)C2
  100.1	4.6	1.9	-2.7	3.9	14.0	-0.4	2.8	-5.2	4.2
> O=C(c1cc2ncccn2n1)N1CCc2c([nH]c3ccccc23)C1c1ccccc1F (stereo unspecified)
  104.5	-0.4	-6.0	-1.8	-6.2	9.5	-13.1	-0.5	16.8	-28.1
> CCc1ccc(OCC(=O)OC(C)C(=O)NC2CC2)cc1 (stereo unspecified)
  96.5	-0.9	1.2	-3.7	-6.3	18.7	13.8	-1.1	-2.8	19.4

# (list continues)
# Screens in order – Pemphigus Ab inh	V-ATPase pH	HTR5A ag ctr	OPRM1-OPRD1 ag	PKA-R1A act	OPRM1-OPRD1 inv	PKA-R2B act	DAGLB inhibitor	HTR5A inv ag	Arr AP2 block
> CC1(C)Cc2ccccc2C2CC(O)C(=O)N21 (stereo unspecified)
  102.5	-3.0	0.9	-0.9	-14.5	5.4	-3.6	4.5	-10.1	7.9
> N#Cc1ccc(-n2c(-c3ccccc3)nnc2-c2ccccc2)cc1C#N
  105.6	4.5	4.5	-1.8	-3.1	10.5	-14.1	-4.9	-1.7	-3.6
> Cc1nc2ccccc2c(N)c1C(=O)/C=C/c1ccccc1
  117.3	2.8	-3.8	1.5	-2.4	-7.6	-6.8	0.7	14.3	1.6
> COc1ccc(C(=O)/C=C/Nc2c(C)n(C)n(-c3ccccc3)c2=O)cc1OC
  96.9	-4.1	-4.3	-1.4	7.4	8.4	-8.0	-0.2	0.6	-18.2
> CCOC(=O)c1cn(Cc2cccc(Cl)c2)c2cc(C)nn2c1=O
  111.0	3.6	-2.3	1.5	-6.5	-7.5	-9.9	0.7	4.9	-2.6
> COc1ccc(Cl)cc1C(=O)NNC(=O)COC(=O)c1cccs1
  101.6	-1.8	-5.6	-2.2	-7.3	9.3	1.4	-1.3	13.9	1.4
> O=C(/C=C/c1ccco1)OCC(=O)N1CCCCC1
  89.4	-0.1	-1.9	-2.5	-8.7	13.2	-5.8	1.2	6.7	14.9
> O=C(COc1ccc(Cl)cc1)Nc1cccc(S(=O)(=O)NCc2ccco2)c1
  102.2	6.0	4.4	3.3	-12.5	-17.2	2.8	-1.8	-15.9	-23.3
> O=[N+]([O-])c1cc(/C=N/O)ccc1SCc1ccccc1Cl
  100.3	3.6	4.6	6.8	4.9	-31.3	2.5	-3.4	0.1	-0.3
> CCOc1ccc(N2C(=O)CC(N3CCN(c4ccc(F)cc4)CC3)C2=O)cc1 (stereo unspecified)
  121.5	1.1	-1.8	0.0	1.1	0.2	-5.2	0.5	6.7	8.2
> COc1ccc(C(=O)c2sc(Nc3cccc(OC)c3)c(C(=O)Nc3cccc(C)c3C)c2N)cc1
  84.0	0.3	3.0	0.3	-20.1	-1.5	-5.2	1.4	-6.2	3.5
> CCCCOc1ccc(C(O)(CCC)CCN2CCOCC2)cc1 (stereo unspecified)
  103.9	0.1	2.6	-0.7	-1.7	3.3	-4.2	-4.0	-40.1	-21.8
> COC(=O)Cn1c(=NC(=O)c2cccc(OC)c2)sc2cc(OC)ccc21
  ·	3.2	-0.8	-0.4	1.8	1.8	-3.1	-3.0	-0.1	-4.2
> Cc1ccc(C)c(S(=O)(=O)N2CCN(C(=O)CCNS(=O)(=O)c3ccc(C)c(C)c3)CC2)c1
  125.2	5.6	4.4	1.2	0.1	-6.6	-2.5	-3.8	-11.0	2.6
> Cc1ccccc1C(=O)NNC(=O)CSc1nc2ccccc2c(=O)[nH]1
  91.2	-1.7	8.7	-3.3	3.3	17.2	-11.6	1.1	-35.6	38.9
> COCCN(C(=O)COC(=O)c1cc2c(s1)CCC2)c1c(N)n(Cc2ccccc2)c(=O)[nH]c1=O
  90.0	-4.1	1.0	-1.1	-4.5	5.8	-7.4	3.4	-2.4	20.0
> CNc1nnc(CSc2nc3ccccc3s2)s1
  101.2	0.2	-0.7	-0.8	-0.5	4.9	1.6	-0.8	10.9	8.5
> Cc1cccc(NC(=O)C2CCCN(S(=O)(=O)c3cccc4nsnc34)C2)c1 (stereo unspecified)
  124.8	0.8	2.5	-2.9	5.5	13.3	-9.2	-2.6	-14.7	-12.3
> O=C(COC(=O)COc1ccccc1Cl)Nc1ccccc1OC(F)F
  108.3	-0.1	3.2	1.7	-5.0	-9.4	1.4	-5.2	-34.6	0.9
> COC(=O)C1=C(C)N(CCCC(=O)O)C(=O)NC1c1ccc(Cl)cc1 (stereo unspecified)
  100.8	-1.8	11.6	-1.4	-0.5	7.7	-7.9	1.5	-29.6	2.0
> CCCCCc1c(C)nc(N2CCc3ccccc32)[nH]c1=O
  101.6	1.2	-5.1	-0.3	-4.9	1.8	1.8	-1.8	-0.7	-49.6
> O=C(O)CNC(=O)C1CCCN1C(=O)CNC(=O)OCc1ccccc1 (stereo unspecified)
  108.9	2.3	6.8	0.1	-3.4	-0.6	1.6	-4.5	-25.3	-3.0
> O=C(O)C1CCCCC1C(=O)Nc1nc(-c2cccs2)cs1 (stereo unspecified)
  ·	-7.5	6.5	0.4	8.2	-1.8	-3.3	-1.0	-10.8	-8.4
> COc1ccc(Cn2nnnc2C(c2ccccc2Cl)N2CCN(C)CC2)cc1 (stereo unspecified)
  ·	1.1	0.8	-2.6	-13.0	11.7	-13.3	2.6	9.2	-0.6
> COc1cc2[nH]c3c(=O)n4c(nc3c2cc1OC)SCCC4
  104.1	1.1	9.9*	-0.2	-3.0	1.0	-13.0	-3.8	-25.4	-11.7
> Cc1ccc(C(=O)NN2CC(O)=C(c3nc(-c4cccc([N+](=O)[O-])c4)cs3)C2=N)cc1
  92.4	-4.4	0.2	-1.7	-2.1	9.8	-12.2	2.9	-0.5	37.1
> O=C(Nc1ccc(C(=O)N2CCCCC2)cc1)c1ccc([N+](=O)[O-])cc1
  107.4	-1.8	5.8	-0.4	-6.4	2.2	-6.2	0.7	-21.3	-30.7
